ARFGAP1 inhibitor = inhibitors of rat ARFGAP1; Arfgap1-stimulated ARF1 GTP hydrolysis, GDP FP detection; hit rate 0.26% among 360,000; inhibition, % at 16.5 µM;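 active = inhibition above a per-plate limit, mean inhibition of low control wells plus 3 SD, cut at about 25% in these data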;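 also: 0% = DMSO wells with enzyme and 100% = wells lacking Arfgap1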
Target sequence (Q62848 1-136 limits assumed): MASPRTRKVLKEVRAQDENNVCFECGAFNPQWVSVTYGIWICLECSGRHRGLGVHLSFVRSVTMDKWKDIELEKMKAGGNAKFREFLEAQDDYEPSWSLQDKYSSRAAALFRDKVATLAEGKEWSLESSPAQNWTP
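Material – truncated rat Arfgap1 GAP domain · Buffer or medium – HEPES-based buffer, pH 7.5 · Reagent – human ARF1(Δ1-17)-GTP substrate · Dosing – 16.5 µM single point, 1.26% DMSO · Schedule – GTP hydrolysis reaction 2 h at 25 °C · Technique – GDP detection by fluorescence polarization · Benchmarks – No-Arfgap1 wells (100%) versus DMSO full-reaction wells (0%) · Repeats – single replicate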
rCAG RNA binder = molecules binding r(CAG) RNA repeats | r(CAG) RNA repeat, TO-PRO-1 dye displacement fluorescence | inhibition, % at 3 µM | hit rate 1.3% among 370,000;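 active = inhibition above the plate cutoff, the mean of all test compounds on that plate plus 3 SD, cut at about 35% in these data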;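 also: 0% = DMSO alone and 100% = 100 µM mitoxantrone as full dye displacement; higher means more dye released from RNA so lower well fluorescence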
HTRA1 inhibitor = blocks human HTRA1 serine peptidase; recombinant HTRA1, FP-rhodamine activity-based probe, fluorescence polarization; inhibition, % at 5.96 µM; hit rate 0.5% among 340,000; in the data active = inhibition above about 36%;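 also: 0% = enzyme with DMSO and 100% = wells lacking enzyme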
Target sequence (Q92743 whole entry, looked up): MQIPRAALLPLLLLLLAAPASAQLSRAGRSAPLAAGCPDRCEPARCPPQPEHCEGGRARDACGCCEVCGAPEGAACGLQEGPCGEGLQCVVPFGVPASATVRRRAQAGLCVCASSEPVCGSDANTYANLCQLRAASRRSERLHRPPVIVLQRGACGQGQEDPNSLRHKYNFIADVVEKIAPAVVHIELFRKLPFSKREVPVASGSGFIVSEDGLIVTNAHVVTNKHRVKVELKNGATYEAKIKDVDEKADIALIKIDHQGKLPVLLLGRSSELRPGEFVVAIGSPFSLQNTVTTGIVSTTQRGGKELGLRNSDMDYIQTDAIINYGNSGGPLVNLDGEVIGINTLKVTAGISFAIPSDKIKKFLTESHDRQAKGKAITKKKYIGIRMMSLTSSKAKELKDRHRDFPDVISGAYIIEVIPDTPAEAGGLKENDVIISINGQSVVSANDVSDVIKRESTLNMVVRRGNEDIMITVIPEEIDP
PG9 Ab binder = small molecules binding HIV-1 gp120 antibody PG9. inhibition, % at 6.7 µM. TR-FRET gp120-PG9 antibody binding. AID 624416. hit rate 0.43% among 360,000; in the data active = inhibition above about 8.5%
NPR1 activator = GC-A (human) enzyme activation. P16066. HEK293 GC-A cells, cGMP TR-FRET, EC30 ANP; 0% at EC30 ANP, 100% saturating ANP. activation, % at 10 µM. hit rate 0.14% among 370,000. AID 1671463; in the data active = activation above about 40%
NPR2 activator = GC-B (human) receptor activation | HEK293-GC-B cells, CNP EC30, cGMP TR-FRET; 0% at EC30 CNP, 100% saturating CNP | activation, % at 10 µM | hit rate 0.11% among 370,000 | AID 1920062;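 active = activation at 10 µM reaching about 35% in either raw or pattern-adjusted values, limit read from the data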
SMARCA2 activ = activators of SMARCA2 function; MG213 cells, MMTV-luciferase reporter, dexamethasone, overnight; activation, % at 9.1 µM; hit rate 1% among 370,000; in the data active = activation above about 7.8%;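 also: 0% = vehicle wells and 100% = reference activator wells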
mABHD4 FP = inhibits mouse alpha/beta hydrolase domain 4; Q8VD66; purified mABHD4, FP-Rh probe fluorescence polarization; hit rate 0.54% among 370,000; inhibition, % at 8.92 µM;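 active = inhibition exceeding the mean over every tested compound plus 3 SD, cut at about 30% in these data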;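 also: 0% = plate median of compound wells and 100% = S159A mutant with DMSO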
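assay system = mABHD4 protein | compound dosing = single nominal dose of 8.92 µM, 0.89% DMSO final | read-out basis = percent inhibition of probe binding, normalized to plate controls | schedule = Enzyme–compound pre-incubation 45 min, then probe 60 min, both 25 °C | detection = fluorescence polarization, excitation 525 nm, emission 598 nm, BODIPY TMR filters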
NR1D1 modulator = modulators of human Rev-erb alpha DNA binding; P20393; Rev-erbα–FITC-DNA binding, fluorescence polarization, 90 min; hit rate 0.79% among 370,000; activity, % at 10 µM; AID 1259318;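 active = activity above about 14%, limit read from the data; passing the limit was not always enough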;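 also: 0% = DMSO wells with 35 nM protein and 100% = DMSO wells with 750 nM protein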
ASAP1 GAP inh = inhibitors of human ASAP1 ArfGAP activity; Q9ULH1; ASAP1-stimulated ARF1 GTP hydrolysis, GDP FP detection; inhibition, % at 16.5 µM; hit rate 0.19% among 360,000; in the data active = inhibition above about 25%;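 also: 0% = vehicle with enzyme and substrate and 100% = no enzyme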
Target sequence (Q9ULH1 325-724 limits assumed): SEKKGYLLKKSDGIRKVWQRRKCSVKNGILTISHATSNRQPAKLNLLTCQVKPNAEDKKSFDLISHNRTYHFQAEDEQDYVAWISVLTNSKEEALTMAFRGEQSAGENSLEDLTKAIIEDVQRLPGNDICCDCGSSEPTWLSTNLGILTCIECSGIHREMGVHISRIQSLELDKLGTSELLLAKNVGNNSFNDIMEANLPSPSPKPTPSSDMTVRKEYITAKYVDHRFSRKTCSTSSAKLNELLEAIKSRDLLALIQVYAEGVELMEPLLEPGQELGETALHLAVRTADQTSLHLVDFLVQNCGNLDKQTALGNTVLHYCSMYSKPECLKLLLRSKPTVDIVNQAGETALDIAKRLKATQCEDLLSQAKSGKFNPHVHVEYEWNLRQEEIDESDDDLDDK
Active calls of the source: *. An unsorted share of the library. Share with any hit: about 4.4%.

Sample of the layout, 2 compounds:
O=C(NCC(c1cccs1)N1CCOCC1)c1cn(-c2ccccc2)nc1-c1ccc(Cl)cc1 (stereo unspecified) was read as ARFGAP1 inhibitor 7, rCAG RNA binder 4, HTRA1 inhibitor -5, PG9 Ab binder -1.1, NPR1 activator -6, NPR2 activator -3, SMARCA2 activ -1, mABHD4 FP 3, NR1D1 modulator 4 and ASAP1 GAP inh 11.
`O=C(N=Nc1c(O)[nH]c2ccccc12)c1ccccc1NS(=O)(=O)c1cccs1` gave ARFGAP1 inhibitor 3, rCAG RNA binder 65*, HTRA1 inhibitor -6, PG9 Ab binder -3.5, NPR1 activator -1, NPR2 activator -1, SMARCA2 activ -1, mABHD4 FP -6, NR1D1 modulator 5 and ASAP1 GAP inh 0.

This part in full, from the first entry:
O=C(NCC(c1cccs1)N1CCOCC1)c1cn(-c2ccccc2)nc1-c1ccc(Cl)cc1 (stereo unspecified) was read as ARFGAP1 inhibitor 7, rCAG RNA binder 4, HTRA1 inhibitor -5, PG9 Ab binder -1.1, NPR1 activator -6, NPR2 activator -3, SMARCA2 activ -1, mABHD4 FP 3, NR1D1 modulator 4 and ASAP1 GAP inh 11.
`O=C(N=Nc1c(O)[nH]c2ccccc12)c1ccccc1NS(=O)(=O)c1cccs1` gave ARFGAP1 inhibitor 3, rCAG RNA binder 65*, HTRA1 inhibitor -6, PG9 Ab binder -3.5, NPR1 activator -1, NPR2 activator -1, SMARCA2 activ -1, mABHD4 FP -6, NR1D1 modulator 5 and ASAP1 GAP inh 0.
For CC/C(C)=N\NC(=O)CNC(=O)c1ccc(Cl)cc1Cl the results were ARFGAP1 inhibitor 10, rCAG RNA binder -3, HTRA1 inhibitor -2, PG9 Ab binder -1.6, NPR1 activator -2, NPR2 activator -6, SMARCA2 activ -4, mABHD4 FP -2, NR1D1 modulator -1 and ASAP1 GAP inh -10.
For CCOC(=O)C1=C(C)Nc2sc(C(=O)c3ccc(OC)cc3)c(N)c2C1c1ccc(C(=O)OC)cc1 (stereo unspecified) the results were ARFGAP1 inhibitor 0, rCAG RNA binder 17, HTRA1 inhibitor -10, PG9 Ab binder 0.4, NPR1 activator -15, NPR2 activator 0, SMARCA2 activ -3, mABHD4 FP -3, NR1D1 modulator 2 and ASAP1 GAP inh 11.
`COc1ccc(NC(=O)CN(C)C(=O)CNC(=O)c2ccc3c(c2)OCO3)cc1` gave ARFGAP1 inhibitor -10, rCAG RNA binder -3, HTRA1 inhibitor 4, PG9 Ab binder 1.1, NPR1 activator 0, NPR2 activator 0, SMARCA2 activ -1, mABHD4 FP 4, NR1D1 modulator -6 and ASAP1 GAP inh 0.
Screening Cn1c(C(=O)NCc2ccc3c(c2)OCO3)cc2sccc21 returned ARFGAP1 inhibitor -6, rCAG RNA binder 2, HTRA1 inhibitor -19, PG9 Ab binder -0.8, NPR1 activator 4, NPR2 activator 2, SMARCA2 activ -2, mABHD4 FP -4, NR1D1 modulator 5 and ASAP1 GAP inh -13.
CC(=O)Oc1ccc(-c2ccc(C(=O)OCC(=O)N(C)CC(=O)Nc3ccccc3Cl)cc2)cc1 was read as ARFGAP1 inhibitor 9, rCAG RNA binder -2, HTRA1 inhibitor -10, PG9 Ab binder 0.0, NPR1 activator 5, NPR2 activator 0, SMARCA2 activ 0, mABHD4 FP -4, NR1D1 modulator 3 and ASAP1 GAP inh 16.
Screening CCCCOC(=O)c1cc(C)nc2ccc(Br)cc12 returned ARFGAP1 inhibitor 0, rCAG RNA binder -3, HTRA1 inhibitor 2, PG9 Ab binder 7.5, NPR1 activator 2, NPR2 activator 8, SMARCA2 activ 2, mABHD4 FP -2, NR1D1 modulator 44* and ASAP1 GAP inh 6.
`O=[N+]([O-])c1ccc(S(=O)(=O)Nc2ncccn2)cc1` gave ARFGAP1 inhibitor 4, rCAG RNA binder 2, HTRA1 inhibitor 9, PG9 Ab binder -1.7, NPR1 activator 3, NPR2 activator 5, SMARCA2 activ -1, mABHD4 FP -3, NR1D1 modulator 4 and ASAP1 GAP inh 2.
Screening O=C(c1ccc(-c2cccc(Cl)c2)o1)N1CCN(c2ccc([N+](=O)[O-])cc2)CC1 returned ARFGAP1 inhibitor 6, rCAG RNA binder 4, HTRA1 inhibitor 2, PG9 Ab binder -2.4, NPR1 activator -1, NPR2 activator -4, SMARCA2 activ -1, mABHD4 FP 6, NR1D1 modulator -3 and ASAP1 GAP inh 16.
COc1ccccc1NS(=O)(=O)c1ccc(C(=O)NCc2ccco2)cc1 was read as ARFGAP1 inhibitor 5, rCAG RNA binder 3, HTRA1 inhibitor -1, PG9 Ab binder -1.5, NPR1 activator -1, NPR2 activator -3, SMARCA2 activ 2, mABHD4 FP -4, NR1D1 modulator -1 and ASAP1 GAP inh -11.
`Cc1occc1C(=O)NC1CCCc2ccccc21` (stereo unspecified) gave ARFGAP1 inhibitor 3, rCAG RNA binder 1, HTRA1 inhibitor -6, PG9 Ab binder 1.1, NPR1 activator -1, NPR2 activator 0, SMARCA2 activ -2, mABHD4 FP 1, NR1D1 modulator 2 and ASAP1 GAP inh 10.
For CC(=O)c1csc(-c2ccccc2)n1 the results were ARFGAP1 inhibitor 4, rCAG RNA binder -1, HTRA1 inhibitor -4, PG9 Ab binder 2.4, NPR1 activator 3, NPR2 activator 0, SMARCA2 activ -1, mABHD4 FP -6, NR1D1 modulator 3 and ASAP1 GAP inh -10.
`CC(C(=O)N1CCCCCC1)N(c1ccc(Cl)cc1)S(C)(=O)=O` (stereo unspecified) gave ARFGAP1 inhibitor 3, rCAG RNA binder -2, HTRA1 inhibitor -2, PG9 Ab binder -1.4, NPR1 activator 1, NPR2 activator 6, SMARCA2 activ -2, mABHD4 FP -3, NR1D1 modulator -2 and ASAP1 GAP inh -13.
`CCOC(=O)C1=C(C)NC(C)=C(C(=O)OCC)C1C(=O)OCC(=O)NCc1ccc(F)cc1` gave ARFGAP1 inhibitor 1, rCAG RNA binder -2, HTRA1 inhibitor 7, PG9 Ab binder -1.0, NPR1 activator -7, NPR2 activator -6, SMARCA2 activ 2, mABHD4 FP -4, NR1D1 modulator -8 and ASAP1 GAP inh -3.
For C=CCc1cccc2cc(NC(C)=O)c(=O)oc12 the results were ARFGAP1 inhibitor -9, rCAG RNA binder -1, HTRA1 inhibitor -2, PG9 Ab binder -0.9, NPR1 activator -2, NPR2 activator 2, SMARCA2 activ -2, mABHD4 FP -3, NR1D1 modulator -1 and ASAP1 GAP inh -5.
`CCC(CC)NC(=O)COn1nnc2ccc(S(=O)(=O)N3CCOCC3)cc21` gave ARFGAP1 inhibitor 6, rCAG RNA binder -3, HTRA1 inhibitor 3, PG9 Ab binder 0.7, NPR1 activator 2, NPR2 activator 3, SMARCA2 activ 0, mABHD4 FP 3, NR1D1 modulator -2 and ASAP1 GAP inh -8.
O=C(c1ccccc1)N1CCN(CC(O)Cn2ccc3ccccc32)CC1 (stereo unspecified) was read as ARFGAP1 inhibitor -5, rCAG RNA binder -8, HTRA1 inhibitor 12, PG9 Ab binder -0.1, NPR1 activator 1, NPR2 activator 2, SMARCA2 activ 1, mABHD4 FP 9, NR1D1 modulator -4 and ASAP1 GAP inh -3.
`C[n+]1ccccc1Nc1cc([N+](=O)[O-])ccc1N` gave ARFGAP1 inhibitor -3, rCAG RNA binder 1, HTRA1 inhibitor 4, PG9 Ab binder -2.7, NPR1 activator 0, NPR2 activator 1, SMARCA2 activ 2, mABHD4 FP -5, NR1D1 modulator -1 and ASAP1 GAP inh -16.
Screening CC(=O)c1sc(NC(=O)CCc2ccccc2)nc1C returned ARFGAP1 inhibitor -9, rCAG RNA binder 3, HTRA1 inhibitor -6, PG9 Ab binder 0.6, NPR1 activator 6, NPR2 activator 5, SMARCA2 activ 2, mABHD4 FP 6, NR1D1 modulator 6 and ASAP1 GAP inh 10.
For CC(NC(=O)c1ccco1)c1nc(-c2ccccc2)no1 (stereo unspecified) the results were ARFGAP1 inhibitor -4, rCAG RNA binder 0, HTRA1 inhibitor 1, PG9 Ab binder -1.4, NPR1 activator -1, NPR2 activator 3, SMARCA2 activ -3, mABHD4 FP -3, NR1D1 modulator -2 and ASAP1 GAP inh -11.
COc1ccc(CNC(=O)C(C#N)c2nc3ccccc3nc2N2CCN(C)CC2)cc1 (stereo unspecified) was read as ARFGAP1 inhibitor -2, rCAG RNA binder 7, HTRA1 inhibitor -2, PG9 Ab binder -1.3, NPR1 activator 5, NPR2 activator -7, SMARCA2 activ 0, mABHD4 FP 0, NR1D1 modulator -1 and ASAP1 GAP inh 2.
For CCc1ccc(NC(=O)N(CCOC)C2CCN(C(C)=O)CC2)cc1 the results were ARFGAP1 inhibitor 2, rCAG RNA binder -5, HTRA1 inhibitor -2, PG9 Ab binder 1.4, NPR1 activator 3, NPR2 activator 0, SMARCA2 activ 0, mABHD4 FP 0, NR1D1 modulator -7 and ASAP1 GAP inh -8.
For COC(=O)c1ccc2c(c1)C(C)(C)C(/C=C/c1ccc(OC)c(OC)c1OC)=[N+]2C the results were ARFGAP1 inhibitor 7, rCAG RNA binder 1, HTRA1 inhibitor -86, PG9 Ab binder 0.5, NPR1 activator -3, NPR2 activator -1, SMARCA2 activ -2, mABHD4 FP -249, NR1D1 modulator -4 and ASAP1 GAP inh -5.
COc1cc(-c2nnc(NC(=O)CS(=O)(=O)c3ccc(Cl)cc3)o2)cc(OC)c1OC was read as ARFGAP1 inhibitor 3, rCAG RNA binder 22, HTRA1 inhibitor 8, PG9 Ab binder 0.0, NPR1 activator 1, NPR2 activator 6, SMARCA2 activ 0, mABHD4 FP 3, NR1D1 modulator 8 and ASAP1 GAP inh -3.
`COc1ccccc1NC(=O)CC1SC(=N)N(c2ccccc2)C1=O` (stereo unspecified) gave ARFGAP1 inhibitor -4, rCAG RNA binder -4, HTRA1 inhibitor -4, PG9 Ab binder -1.2, NPR1 activator -5, NPR2 activator -2, SMARCA2 activ -3, mABHD4 FP 3, NR1D1 modulator 2 and ASAP1 GAP inh -3.
For O=C(NCc1ccccc1Cl)c1cc2c(s1)CS(=O)(=O)C2 the results were ARFGAP1 inhibitor 9, rCAG RNA binder 12, HTRA1 inhibitor -19, PG9 Ab binder -1.6, NPR1 activator -3, NPR2 activator -1, SMARCA2 activ -2, mABHD4 FP -4, NR1D1 modulator -2 and ASAP1 GAP inh 2.
For CC(C)c1ccc(/C=N/NC(=O)c2cc(-c3cccc([N+](=O)[O-])c3)n[nH]2)cc1 the results were ARFGAP1 inhibitor 1, rCAG RNA binder 8, HTRA1 inhibitor -7, PG9 Ab binder -0.6, NPR1 activator -1, NPR2 activator -1, SMARCA2 activ -3, mABHD4 FP -3, NR1D1 modulator -7 and ASAP1 GAP inh -8.
For O=C(CNc1ccc(Br)cc1)Nc1ccc(S(=O)(=O)N2CCCCC2)cc1 the results were ARFGAP1 inhibitor 8, rCAG RNA binder 10, HTRA1 inhibitor -40, PG9 Ab binder 0.9, NPR1 activator 1, NPR2 activator 5, SMARCA2 activ -2, mABHD4 FP -16, NR1D1 modulator 5 and ASAP1 GAP inh 8.

Assay outcomes from PubChem.
